Screens as filed in PubChem.
hIAP block – human IAP inhibition | P09923 | purified IAP, CDP-Star luminescence, 30 min | inhibition, % at 10 µM | actives 0.12% (n = 330,000);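 active means inhibition reaching a set limit with compound at 10 µM in the primary screen, cut at about 35% in these data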;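 further: plate controls were DMSO wells with enzyme for no effect and no-enzyme buffer wells for full effect; values of inactives mirror those of a sister screen read the other way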
Target sequence (P09923 whole entry, looked up): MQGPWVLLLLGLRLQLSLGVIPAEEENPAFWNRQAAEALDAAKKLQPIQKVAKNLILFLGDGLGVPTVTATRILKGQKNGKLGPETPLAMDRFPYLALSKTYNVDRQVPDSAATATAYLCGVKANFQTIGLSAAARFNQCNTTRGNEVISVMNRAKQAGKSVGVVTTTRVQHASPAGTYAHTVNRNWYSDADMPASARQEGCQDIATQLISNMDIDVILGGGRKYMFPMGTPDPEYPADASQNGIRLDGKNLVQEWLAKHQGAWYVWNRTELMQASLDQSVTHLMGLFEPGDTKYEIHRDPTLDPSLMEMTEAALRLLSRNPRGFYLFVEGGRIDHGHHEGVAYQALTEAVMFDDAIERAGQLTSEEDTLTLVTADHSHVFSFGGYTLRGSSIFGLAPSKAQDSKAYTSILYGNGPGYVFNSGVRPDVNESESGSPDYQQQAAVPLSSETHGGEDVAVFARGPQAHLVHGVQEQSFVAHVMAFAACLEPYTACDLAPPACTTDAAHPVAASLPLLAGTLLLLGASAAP
tim10-1 inh – growth inhibitors of tim10-1 mutant yeast; inhibition, % at 20 µM; actives 2.2% (n = 330,000); S. cerevisiae tim10-1 ts strain growth, BacTiter-Glo, 24 h;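 active means inhibition of at least 40%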;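 further: mutant grown at 25 °C; 0% = DMSO wells with yeast and 100% = wells holding no yeast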
mIAP inh – blocks mouse intestinal alkaline phosphatase; purified mouse IAP, CDP-Star luminescence, 30 min; inhibition, % at 10 µM; actives 0.2% (n = 330,000);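 active means inhibition of at least 40% at 10 µM in the primary screen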;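 further: plate controls were DMSO with enzyme for no effect and no enzyme wells for full effect; values of inactives mirror those of a sister screen read the other way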
mIAP activ – mouse IAP activation; actives 0.24% (n = 330,000); activation factor at 10 µM; AID 2805; muIAP, CDP-Star luminescence, 30 min; stronger effect = higher value; 1 = vehicle-only enzyme signal, 0 = enzyme-free wells;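 active means activation factor of at least 2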; further: the source names both 10 and 20 µM as test concentration; values of inactives mirror those of a sister screen read the other way
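Assay system: mouse IAP enzyme / Compound: DMSO-dissolved test compounds / Timing: 30 min, room temperature / Measured by: luminescence from enzymatic CDP-Star hydrolysis / Control set: DMSO-only wells, enzyme-free buffer wells as negative control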
A3G deaminase – APOBEC3G (human) deaminase inhibition; recombinant A3G, ssDNA deamination FAM/TAMRA fluorescence; Q9HC16; inhibition, % at 20 µM; actives 0.28% (n = 330,000);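 active means inhibition of at least 40% at 20 µM, with no more than 30% in the related APOBEC3A deaminase screen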;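 further: plate controls were DMSO wells with A3G for no effect and wells lacking A3G enzyme for full effect; some compounds called inactive have numbers as strong as hits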
MIN6 prolif – induces beta-cell replication in MIN6 cells | MIN6 cells proliferation, ATPlite luminescence, 48 h; cells starved in 0.2% serum; 100% = growth in 10% serum | proliferation, % at 10 µM | actives 0.29% (n = 330,000);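 active means compounds whose signal lies at least 3.5 SD above the mean of all wells on their plate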;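 further: 0% = DMSO-treated cells in low-serum medium and 100% = 10% serum control; some compounds called inactive have numbers as strong as hits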
NALP3 yeast inh – inhibitors of NALP3 inflammasome in yeast; Yeast reconstituted NLRP3/ASC/caspase-1, beta-gal luminescence, 24 h; inhibition, % at 10 µM; actives 0.39% (n = 330,000);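 active means inhibition of 50% or more; inactive means inhibition below 50%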;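 further: plate controls were induced DMSO wells for no effect and uninduced yeast grown without galactose for full effect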
A3A deaminase – blocks human APOBEC3A ssDNA deamination; recombinant A3A, FAM/TAMRA ssDNA deamination fluorescence; inhibition, % at 20 µM; actives 0.41% (n = 330,000);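 active means at least 40% inhibition at 20 µM here, with at most 30% in a related deaminase screen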;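 further: plate controls were A3A with DMSO for no effect and wells lacking A3A enzyme for full effect; some results filed as inactive read as strong as hits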
Target sequence (P31941 whole entry, looked up): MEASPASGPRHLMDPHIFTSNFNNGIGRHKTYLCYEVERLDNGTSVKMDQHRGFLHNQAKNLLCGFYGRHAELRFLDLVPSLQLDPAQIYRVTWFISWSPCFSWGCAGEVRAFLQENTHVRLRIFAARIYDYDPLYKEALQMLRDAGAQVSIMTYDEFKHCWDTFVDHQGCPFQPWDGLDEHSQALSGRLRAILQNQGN
TIM10 inh – growth inhibitors of TIM10 yeast strain; S. cerevisiae TIM10 strain growth, BacTiter-Glo luminescence, 24 h; actives 1.4% (n = 330,000); AID 463195; inhibition, % at 10 µM;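 active means inhibition of 40% or more at the single tested concentration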;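 further: wild-type TIM10 isogenic control strain grown at permissive 25 °C; 0% = DMSO yeast wells and 100% = minimal medium wells without yeast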
An asterisk follows results filed as active. Compounds were not picked by outcome; about 4.6% have a hit in one of these screens.

structure	hIAP block	tim10-1 inh	mIAP inh	mIAP activ	A3G deaminase	MIN6 prolif	NALP3 yeast inh	A3A deaminase	TIM10 inh
NC(=O)CC(NC(=O)c1ccccc1)c1ccc(N2CCN(c3ccccn3)CC2)c([N+](=O)[O-])c1 (stereo not given)	5	14	-13	1.1	22	2	25	2	3
CCC1SC2=NC(C)=C(C(=O)OCCOC)C(c3ccc(C(=O)OC)cc3)N2C1=O (stereo not given)	12	11	8	0.92	-3	1	1	-2	20
COc1ccc(C2Nc3ccccc3C(=O)N2Cc2ccccc2)cc1OC (stereo not given)	-15	8	-9	1.1	-3	-2	4	0	12
Nc1c(C(=O)NCCN2CCOCC2)c2nc3ccccc3nc2n1-c1cccc(F)c1	-37	26	-2	1	0	-2	10	-8	20
Cc1ccc(C(=O)CSc2nnnn2-c2ccccc2)o1	-17	20	-7	1.1	-2	-4	27	-7	9
Nn1c(SCC(=O)Nc2ccc3c(c2)OCO3)nnc1-c1ccccc1	-44	9	4	0.96	-4	1	-7	-1	5
CCOc1ccc(NC(=O)CN(C)C(=O)c2cc(S(=O)(=O)N3CCCCCC3)ccc2OC)cc1OCC	-22	2	-3	1	-2	7	13	1	5
C[C@]12CS(=O)(=O)C[C@H]1SC(=S)N2c1ccccc1	14	-7	12	0.88	-8	1	16	-2	2
Cc1nc(SCC(=O)NCC2CCCO2)c2c(C)c(C)sc2n1 (stereo not given)	5	11	1	0.99	9	1	18	1	5
COc1ccc(N(CCC#N)C(=O)/C(C#N)=C/c2cccs2)cc1	14	29	-6	1.1	-4	-1	3	4	-23
CN(CC(=O)Nc1ccc(Cl)cc1)C(=O)c1ccc(S(=O)(=O)Nc2ccccc2)cc1	12	5	1	0.99	-1	-6	15	-3	2
Cc1nc2c(C(=O)NCc3ccc4c(c3)OCO4)cnn2c(C)c1Cc1ccc(F)cc1Cl	16	23	20	0.8	-3	-6	15	1	27
CCOC(=O)CC(NC(=O)Cn1nnc(-c2ccccc2C)n1)c1ccc(OC)cc1 (stereo not given)	-6	9	-10	1.1	-2	-5	19	-1	-13
Cc1cc(NCc2ccccn2)n2ncc(-c3ccc(Cl)cc3)c2n1	9	36	6	0.94	-4	-4	23	1	29
CC1(C)CC2CC(C)(CN2C(=O)CN2C(=O)c3ccccc3C2=O)C1 (stereo not given)	4	19	-6	1.1	-3	-3	26	-2	4
Cc1nc2ccc(Br)cn2c1C(=O)N/N=C\c1ccccc1Cl	19	5	4	0.96	-4	-2	6	-2	7
O=C(Cc1cccc2ccccc12)NNC(=O)Nc1ccc(Cl)cc1	9	-12	-1	1	-5	0	34	-3	5
CC(C)(Oc1ccc(Cl)cc1)C(=O)Nc1ccc2oc(-c3ccncc3)nc2c1	-6	-9	0	0.99	-7	0	6	-2	-5
Cc1ccc(N2C(=O)N(CC(=O)NC(c3ccccc3)c3ccccc3)C(=O)C2C)cc1 (stereo not given)	7	-1	0	1	0	-3	8	3	-1
CCCN1CCC(=NNc2ccc(S(=O)(=O)N3CCOCC3)cc2[N+](=O)[O-])CC1	12	14	2	0.98	1	-1	5	2	6
COc1cccc(COC(=O)CCNC(=O)c2ccc(Cl)cc2)c1OC	4	-4	6	0.94	-12	2	0	-2	-11
Cc1onc(NC(=O)c2ccc(Cl)cc2Cl)c1Br	-2	-1	4	0.96	-10	-5	18	-4	3
CCOC(=O)c1[nH]c(C)c(C(=O)N2CCN(C(=O)OCC)CC2)c1CC	-1	-16	8	0.92	-10	-3	10	-7	-8
COc1ccccc1C(=O)Nc1ccon1	18	11	4	0.96	-7	0	-7	-2	-1
COc1ccc(N2CCN(C(=O)CCn3nnc4ccccc43)CC2)cc1	4	15	-3	1	1	0	12	2	10
CCCN1C(=O)C(O)(CC(=O)c2cccc(OC)c2)c2ccccc21 (stereo not given)	-6	16	9	0.91	-7	-2	11	-6	13
O=C(CC(c1ccccc1)c1cc(Cl)ccc1O)N1CCOCC1 (stereo not given)	-6	19	5	0.95	0	-3	-11	2	1
O=C(Nc1ncc2c(n1)-c1ccccc1CC2)c1cccs1	2	26	9	0.91	0	-3	-1	-2	27
O=C(c1ccccc1)c1ccc(-n2cnnc2)c([N+](=O)[O-])c1	10	-19	4	0.96	-8	4	25	0	8
COc1ccc(NC(=O)CN(C)CC(=O)N2CC(=O)Nc3ccccc32)cc1	-12	7	4	0.96	0	1	5	4	4
O=C(O)c1cccc(-n2c(-c3cnccn3)n[nH]c2=S)c1	-2	-4	0	1	-3	1	8	-1	4
O=C(COC(=O)c1ccccc1Nc1cccc(C(F)(F)F)c1)NCc1ccco1	-23	19	-5	1.1	23	-2	14	42*	13
O=C1OCC/C1=C\c1ccc2c(c1)OCO2	6	11	-1	1	2	-4	-14	4	-4
CC(=O)NC(CCS(C)(=O)=O)C(=O)Nc1ccccc1C (stereo not given)	3	8	3	0.97	4	-4	-5	-4	-4
O=C(CNS(=O)(=O)c1cccc2nsnc12)NCCc1ccccc1	-20	-1	8	0.92	-4	1	5	-1	-8
CCc1ccc(/C=N/n2c(C3CCCCC3)n[nH]c2=S)cc1	-8	10	1	0.99	0	0	21	-1	21
O=C1c2ccccc2NC(c2ccccc2O)N1c1ccc(F)cc1 (stereo not given)	9	-1	5	0.95	-7	-2	-12	-3	19
Cc1ccc(CNC(=O)CCCc2c[nH]c3ccccc23)cc1	-7	1	-13	1.1	3	-1	9	2	-15
O=C(NCCc1ccccc1)c1cc2ccccc2oc1=O	-4	2	-12	1.1	2	-1	5	-2	7
CCOC(=O)N1CCN(c2cc(=O)n(-c3ccc(OCC)cc3)c(=O)[nH]2)CC1	3	2	-5	1	-8	0	15	-2	3
Cc1c(C(=O)N2CCC(C)CC2)oc2ccc(S(=O)(=O)N3CCC4(CC3)OCCO4)cc12	-7	36	11	0.89	-6	-2	18	-5	29
CCOc1cccc(SCc2noc(C(=O)NCC3CCCO3)c2C(=O)O)c1 (stereo not given)	9	-9	-18	1.2	-10	-3	5	-7	5
C=CCN(CC=C)CCOc1ccc(OC(C)C)cc1	-12	11	0	1	-7	-2	11	-4	-3
Cc1ccc(N2CCN(S(=O)(=O)N(C)C)CC2)cc1Cl	-3	3	2	0.98	-4	-2	21	-3	11
Cc1n[nH]c(C)c1S(=O)(=O)N(C)Cc1ccco1	14	-1	-8	1.1	3	1	17	7	1
CNS(=O)(=O)c1ccc(C)c(S(=O)(=O)NC)c1	4	8	-4	1	1	0	7	7	-21
CC1CCCCC1NC(=O)CSc1nnc(CNC(=O)c2ccccc2)n1C (stereo not given)	-8	20	-2	1	4	-3	17	19	-13
Cc1ccc(-c2cc(C(=O)N/N=C/c3cccnc3)n[nH]2)o1	-23	3	9	0.91	-8	-2	7	-5	19
CCCc1ccc(OCC(=O)NNC(=O)c2cccnc2)cc1	-32	9	13	0.87	-1	0	6	2	3
COc1cc(S(=O)(=O)N2CCOCC2)cc(C(=O)c2nccn2C)c1OC	12	18	-3	1	0	-2	-8	-1	9

Next results follow:
structure	hIAP block	tim10-1 inh	mIAP inh	mIAP activ	A3G deaminase	MIN6 prolif	NALP3 yeast inh	A3A deaminase	TIM10 inh
CCOC(=O)N1CCN(C(=O)CCCn2nnnc2CN2CCC(C)CC2)CC1	-10	5	-14	1.1	14	-3	8	4	12
O=C(O)C1C2C=CC(O2)C1C(=O)NCc1ccc2c(c1)OCO2 (stereo not given)	3	15	2	0.98	2	-4	18	6	-1
CC(=C/c1ccccc1)/C=N/NC(=O)c1cccs1	-26	-1	9	0.91	5	-4	56*	3	35
CC1CCCN(C(=O)c2ccc3ncsc3c2)C1 (stereo not given)	-34	14	3	0.97	-5	0	4	-3	-1
COc1cccc2c1O/C(=N\O)C(C(=O)Nc1ccc(C)cc1)C2 (stereo not given)	-4	12	-4	1	2	-2	-9	2	8
CCOc1cc2c(cc1/C=C/c1noc(C)c1[N+](=O)[O-])OC(C)C2 (stereo not given)	11	14	16	0.84	-18	-2	14	-11	18
Cc1c(C#N)c2ccccc2n1CCOc1ccccc1F	1	29	4	0.95	-7	-2	20	-5	16
COc1ccc(NC(=O)N2CCCC(c3ccccc3)C2)cc1 (stereo not given)	-4	23	-13	1.1	-5	1	8	-7	-3
Cc1ccc(C2=NN(CCC(=O)NC3CCCC3)C(=O)CC2)cc1	-15	1	9	0.91	-2	3	13	-4	-7
CCN1CCN(C(=O)c2cccc(OC3CCN(S(C)(=O)=O)CC3)c2)[C@@H](C)C1=O	13	2	11	0.89	-1	3	14	0	5
CCn1c(-c2c[nH]c3ccccc23)n[nH]c1=S	7	-8	2	0.98	39	-1	22	-6	-10
O=C(O)Cc1ccc(S(=O)(=O)N2CCCC2)s1	9	9	2	0.98	7	-1	13	49*	-4
CCn1c2ccccc2c2cc(/C=N/NC(=O)c3cccc(C)c3)ccc21	-12	-28	7	0.93	-7	-4	-3	0	-16
COc1ccccc1C1C(C(=O)NCc2ccccc2)=C(C)Nc2ncnn21 (stereo not given)	-2	0	5	0.95	0	1	6	0	2
Cc1ccccc1N=C1NC(=O)/C(=C/c2cccn2-c2cccc(C(=O)O)c2)S1	1	-21	15	0.85	6	-3	7	50*	3
O=C(N/N=C/c1cccc(OC(=O)c2ccc3c(c2)OCO3)c1)c1cncc(Br)c1	-13	34	13	0.87	-8	-2	15	-4	11
CCCC(C)NC(=O)COC(=O)c1ccccc1SCC(=O)NC(C)CCC (stereo not given)	3	17	11	0.89	-4	6	3	2	-10
COC(=O)[C@H](c1ccccc1Cl)N1CCc2sccc2C1	16	17	6	0.94	2	-5	-31	1	9
O=[N+]([O-])c1cc(C(F)(F)F)cc([N+](=O)[O-])c1NCCNC(=S)Nc1ccc(Cl)c(Cl)c1	1	37	13	0.87	-7	-4	19	-3	10
COc1ccc2cc(C)c3nnc(SCC(=O)Nc4nc(-c5ccc(F)cc5)cs4)n3c2c1	3	12	9	0.91	-5	-6	-9	1	0
CCc1ccc(N=C2NC(=O)/C(=C/c3cc(OC)c(O)c(OC)c3)S2)cc1	-47	0	9	0.91	-13	-4	30	-3	5
CC(=O)Nc1ccc(C(=O)Nc2ccc(S(=O)(=O)NCC3CCCO3)cc2)cc1 (stereo not given)	-28	13	-7	1.1	-8	1	10	-4	-1
Cc1nc2ccc(N=NC3=C(O)CC(C)(C)CC3=O)cc2s1	13	9	19	0.81	-5	0	-6	-4	2
COC(=O)c1cc(CNC(=O)C(C)NS(=O)(=O)c2ccc(C)c(C)c2)ccc1OC (stereo not given)	-10	13	5	0.95	-9	-2	1	-4	-19
CC(C)C[C@H](NC(=O)N1CC(=O)Nc2ccccc21)C(=O)N[C@@H](Cc1c[nH]c2ccccc12)C(=O)O	26	-12	17	0.83	-8	1	9	-5	-3
